ERp5 inh = blocks human ERp5 reductase activity on insulin; ERp5 insulin aggregation, absorbance 650 nm, 90 min; inhibition, % at 9.99 µM; 350,000 compounds, 0.05% hits; AID 651711;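 active means mean replicate inhibition above about 25%, with every replicate also reaching it, limit read from the data, passing the limit was not always enough; inconclusive means only one of those two criteria met; inactive means neither criterion met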
ARNT-TACC3 inh = disrupts binding between human ARNT and TACC3 | AlphaScreen His-ARNT PAS-B/GST-TACC3 binding, luminescence; TACC3 fragment carries E629A point mutation | inhibition, % at 9.99 µM | 390,000 compounds, 0.66% hits | AID 623870;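 active means mean inhibition of replicates at least 50% and at least half of replicates each reaching 50%; inconclusive means half or more replicates reach 50% but mean below 50%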;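 further: 0% = complete ARNT plus TACC3 wells and 100% = ARNT alone without TACC3; many hits fall short of the cut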
CASP6 VEID inh = inhibitors of human caspase-6; P55212; purified caspase-6, Z-VEID-R110 cleavage fluorescence; inhibition, % at 12.5 µM; 350,000 compounds, 0.53% hits; AID 686996;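 active means mean inhibition across replicates at least about 35%, with every replicate also reaching that limit, limit read from the data; inconclusive means only one of the two criteria met; inactive means neither criterion met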;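 further: 0% = median of neutral control wells and 100% = no fluorescence left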
Target sequence (P55212 24-179 limits assumed): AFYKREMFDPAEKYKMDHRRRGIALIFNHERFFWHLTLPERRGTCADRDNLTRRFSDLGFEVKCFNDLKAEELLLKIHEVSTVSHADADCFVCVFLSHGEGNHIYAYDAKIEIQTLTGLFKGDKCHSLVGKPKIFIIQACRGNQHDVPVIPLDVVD
Target sequence (P55212 194-293 limits assumed): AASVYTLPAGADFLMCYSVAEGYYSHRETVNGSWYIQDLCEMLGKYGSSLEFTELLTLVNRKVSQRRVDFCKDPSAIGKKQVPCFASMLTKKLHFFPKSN
PglD inh = PglD (C. jejuni) enzyme inhibition. purified PglD enzyme, DTNB colorimetric CoA detection. inhibition, % at 12.5 µM. 360,000 compounds, 0.098% hits. AID 602405; in the data active means inhibition above about 16%, passing the limit was not always enough; inconclusive means no clear call, values can overlap the other calls; further: strong numbers were not always called active
E-sel inducer = E-selectin induction on HUVECs; HUVEC E-selectin immunofluorescence imaging; normalized: neutral wells 0, TNF-alpha wells 100; activation, % at 7.58 µM; AID 686992; P16581; 260,000 compounds, 0.37% hits;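 active means mean E-selectin-positive cell signal at least 10% of the positive control, reached in at least 60% of replicates, without over 20% cell loss; inconclusive means no rule given, readout overlaps actives, possibly toxicity-flagged; inactive means the rest, including those meeting only one limit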;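 further: in these data hits start at about 27%; measured in HUVEC primary endothelial cells; signal is the percent of cells scored E-selectin positive by PE staining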
Target sequence (P16581 whole entry, looked up): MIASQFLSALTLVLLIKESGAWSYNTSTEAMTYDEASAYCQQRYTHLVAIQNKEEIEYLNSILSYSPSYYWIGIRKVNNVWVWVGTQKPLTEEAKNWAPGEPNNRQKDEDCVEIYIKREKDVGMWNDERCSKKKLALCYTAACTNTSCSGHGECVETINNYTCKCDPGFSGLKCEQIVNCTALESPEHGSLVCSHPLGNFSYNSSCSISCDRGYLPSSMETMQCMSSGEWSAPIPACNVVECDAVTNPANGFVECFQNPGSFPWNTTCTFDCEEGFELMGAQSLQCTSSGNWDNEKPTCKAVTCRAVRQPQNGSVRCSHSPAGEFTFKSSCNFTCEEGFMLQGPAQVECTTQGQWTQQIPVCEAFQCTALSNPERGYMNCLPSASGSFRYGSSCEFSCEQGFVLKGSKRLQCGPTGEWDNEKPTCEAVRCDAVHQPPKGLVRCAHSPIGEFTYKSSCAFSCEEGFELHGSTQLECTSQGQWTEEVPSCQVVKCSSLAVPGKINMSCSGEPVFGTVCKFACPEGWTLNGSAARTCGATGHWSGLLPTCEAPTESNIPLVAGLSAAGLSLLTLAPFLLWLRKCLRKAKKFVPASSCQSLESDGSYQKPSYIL
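Assay system: HUVEC primary endothelial cells. Input: 3,000 HUVEC seeded per well. Doses: one compound dose added by pin transfer. Read-out basis: % PE-positive cells. Benchmarks: TNF-alpha high, DMSO low. Detection: immunofluorescence imaging. Buffer or medium: EGM-2, gelatin.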
RAD54 inh = inhibitors of human RAD54 branch migration; inhibition, % at 10.4 µM; RAD54 Holliday junction branch migration, FAM/BHQ fluorescence; AID 602329; 360,000 compounds, 0.14% hits; Q92698;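 active means mean normalized replicate activity at least 40 and at least half of replicates scoring 40 or more; inconclusive means only one of the two criteria met; inactive means mean below 40 and under half of replicates reaching 40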;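 further: 0% = median of neutral control wells and 100% = median of positive control wells; inhibitors cause a drop in the FAM fluorescence signal; in these data hits start at about 50%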
RAD52 inh = blocks human RAD52 DNA annealing; P43351; recombinant RAD52 DNA annealing, FRET fluorescence; inhibition, % at 18.7 µM; 360,000 compounds, 0.46% hits;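 active means every replicate showing at least 50% inhibition; inconclusive means mean inhibition at least 50% but not in every replicate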
esBAF inh = SWI/SNF esBAF complex inhibition | 350,000 compounds, 2% hits | AID 602393 | mouse ES cells, Bmi1-luciferase knock-in reporter, 24 h; 100% = twice the neutral-well signal | reporter increase, % at 12.5 µM; in the data active means activation above about 40%; inconclusive means no clear call, values can overlap the other calls;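 further: 0% = median of the plate's neutral control wells and 100% = double that signal; a rise in the Bmi1 reporter signal indicates esBAF inhibition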
The depositor's hits bear a star; u = inconclusive; x = no result given.

SMILES	ERp5 inh	ARNT-TACC3 inh	CASP6 VEID inh	PglD inh	E-sel inducer	RAD54 inh	RAD52 inh	esBAF inh
COc1ccc(N2CC(NC(=O)N3CCN(c4ccccc4)CC3)CC2=O)cc1 (stereo unspecified)	5	-8	3	x	x	x	-13	-8
Cc1ccc(NC(=O)CCNS(=O)(=O)c2cccc3nonc23)cc1Cl	0	2	-1	x	0.2	x	1	x
Cc1cc2nnc(SC3CCCCN(C(=O)c4ccc(F)cc4)C3=O)n2c2ccccc12 (stereo unspecified)	x	-2	x	-3	x	-24	x	1
CS(=O)(=O)N(CC(=O)NCC1CCCO1)c1cc(Cl)c(Cl)cc1Cl (stereo unspecified)	0	x	1	4	x	-1	-8	-11
O=C(N[C@H]1CC[C@H](CCNC(=O)C2CCCCC2)O[C@H]1CO)c1ccccn1	2	-3	-2	-3	-0.2	6	5	6
CC(C)(C)c1ccc(-n2ncc3c2CCCC3NC(=O)c2ccncc2)cc1 (stereo unspecified)	1	4	-3	3	0.6	4	-4	-21
Cc1[nH]c2ccccc2c1/C=N\NC(=O)c1ccccc1Cl	-3	x	-1	2	1.3	6	-20	0
CCOC1=NN(c2ncc(C(F)(F)F)cc2Cl)C(=O)/C1=C/N(C)C	1	-12	0	-4	x	3	-11	1
CCCNC(=O)c1cc(C2CCCCN2C(=O)c2ccc(C#N)cc2)on1 (stereo unspecified)	-5	x	1	-4	1.3	-2	-19	2
CCOc1ccc(-c2nnc(N)s2)cc1	x	-20	x	1	x	-5	x	60*
O=C(C1CCC1)N1CC(=O)N2[C@H](C1)[C@H](c1ccc(-c3ccccc3F)cc1)[C@@H]2CO	-5	x	2	x	0.1	x	4	x
COc1ccc(-c2ccccc2[C@H]2[C@@H](CO)N(C(=O)C3CC3)[C@H]2C#N)cc1	0	x	-1	x	0.0	x	-3	x
COc1ccc(CN(C)C[C@H]2OCCCC[C@@H](C)Oc3ccc(NS(=O)(=O)c4ccc(F)cc4)cc3C(=O)N([C@H](C)CO)C[C@@H]2C)cc1	3	-2	2	-2	x	2	21	-2
COCCNC(=O)C[C@@H]1C[C@H]2c3cc(NC(=O)Nc4ccc(C(F)(F)F)cc4)ccc3O[C@H]2[C@@H](CO)O1	-10	1	2	1	0.2	-6	2	-3
O=C(Nc1cccc(O)c1)c1ccc(NC(=O)c2cccs2)cc1	-7	-15	6	-2	-0.3	0	-7	x
O=C(CSCc1ccc([N+](=O)[O-])cc1)NC1CC1	5	22	0	x	x	x	0	x
O=C(Cn1c(=O)oc2ccccc21)NC(=O)NCc1ccco1	x	0	x	0	x	-11	x	5
Nn1c(SCc2cccc(Br)c2)nnc1-c1cccnc1	7	7	0	x	u	x	-2	3
O=C1C=C(c2ccc(-c3ccccc3)cc2)C[C@@H](c2ccc(F)cc2)C1	-2	-6	-4	-6	0.8	5	0	-1
COCCNC(=O)C[C@H]1C[C@@H]2c3cc(NC(=O)NC4CCCCC4)ccc3O[C@@H]2[C@@H](CO)O1	-2	0	-1	2	0.0	-10	12	-2
COC(=O)[C@H](Cc1c[nH]c2ccccc12)NC(=O)NCc1ccc(OC)cc1	-2	-2	1	2	x	-8	-12	-2
Cc1cc(C)c2oc(-c3ccc(Cl)c(NC(=O)c4ccc(C#N)cc4F)c3)nc2c1	x	-4	x	-2	x	-1	x	30
C[C@@H]1CN([C@H](C)CO)S(=O)(=O)c2ccc(C#Cc3ccncc3)cc2O[C@H]1CN(C)C(=O)C1CC1	-7	7	1	-2	-0.6	-1	-3	x
CC(NC(=O)Nc1ccc(F)cc1)C(c1cccs1)N1CCCC1 (stereo unspecified)	5	1	1	8	x	1	6	x
Cc1ccc2oc(C(=O)NCC(c3ccco3)N3CCCC3)c(C)c2c1 (stereo unspecified)	x	x	1	-2	-0.1	-7	-56	7

Already shown: an excerpt of the list.
SMILES	ERp5 inh	ARNT-TACC3 inh	CASP6 VEID inh	PglD inh	E-sel inducer	RAD54 inh	RAD52 inh	esBAF inh
COc1ccc(N2CC(NC(=O)N3CCN(c4ccccc4)CC3)CC2=O)cc1 (stereo unspecified)	5	-8	3	x	x	x	-13	-8
Cc1ccc(NC(=O)CCNS(=O)(=O)c2cccc3nonc23)cc1Cl	0	2	-1	x	0.2	x	1	x
Cc1cc2nnc(SC3CCCCN(C(=O)c4ccc(F)cc4)C3=O)n2c2ccccc12 (stereo unspecified)	x	-2	x	-3	x	-24	x	1

Back to the main list with the 2 entries that preceded the break.
SMILES	ERp5 inh	ARNT-TACC3 inh	CASP6 VEID inh	PglD inh	E-sel inducer	RAD54 inh	RAD52 inh	esBAF inh
CC(NC(=O)Nc1ccc(F)cc1)C(c1cccs1)N1CCCC1 (stereo unspecified)	5	1	1	8	x	1	6	x
Cc1ccc2oc(C(=O)NCC(c3ccco3)N3CCCC3)c(C)c2c1 (stereo unspecified)	x	x	1	-2	-0.1	-7	-56	7
COc1ccc(/C=C2\SC(=S)N(CCC(=O)N(CCO)Cc3ccccc3)C2=O)cc1OC	1	-1	-7	-1	x	7	-10	-1
CCCCN(CC)CCCNC(=O)c1cn(CC)c2ccc(S(=O)(=O)N3CCc4ccccc4C3)cc2c1=O	1	1	-4	x	4.5	x	3	x
Cc1ccc(C)c(OCC(=O)Nc2ccc(N3CCOCC3)cc2)c1	2	-11	2	x	2.5	x	-9	x
COc1ccccc1C(=O)N1CCN(C(=O)[C@H]2O[C@@H](n3cnc(C(N)=O)n3)[C@H](O)[C@@H]2O)CC1	1	x	-1	x	-0.1	x	-2	x
CCOC(=O)C1(Cc2cccc(OC)c2)CCCN(C(=O)CCSC)C1 (stereo unspecified)	1	-4	2	-1	0.5	-10	-14	52*
NC1=C(Br)C(=O)c2ccccc2C1=O	7	36	75*	0	1.3	7	-10	x
O=C(NNc1c2ccccc2nc2ccccc12)c1ccc(O)cc1O	x	-12	x	1	x	37	x	11
C[C@@H]1CN([C@H](C)CO)C(=O)Cc2cc(NC(=O)Cn3cnnn3)ccc2O[C@H]1CN(C)Cc1ccc(C(F)(F)F)cc1	1	-7	2	-2	x	7	-1	-2
COc1ccc(OCC(O)CN(C2CCCCC2)C2CCCCC2)cc1 (stereo unspecified)	x	25	x	1	x	2	x	-19
CCOc1ccc(S(=O)(=O)NCCC(=O)N2CCCC(C)C2)cc1 (stereo unspecified)	-10	-3	-114	-1	-0.4	-1	-4	x
COc1ccc(CCNC(=O)CN(c2ccc(OC)cc2)S(C)(=O)=O)cc1	-3	2	-1	x	x	x	3	x
Cc1cccc(C)c1-n1nnnc1C1(C)CCC(=O)N1CC(F)(F)F (stereo unspecified)	2	x	10	x	0.0	x	-5	x
CS(=O)(=O)Nc1ccc(C(=O)N2CCN(c3ccccc3)CC2)cc1	1	-22	6	-1	x	-17	-13	-1
COc1ccc(Cl)cc1-c1noc([C@@H]2O[C@H](CO)[C@@H](O)[C@H]2O)n1	-1	x	-3	-13	0.0	1	-5	-9
Cc1ccc(C(=O)N/N=C\c2cccnc2)s1	-7	3	-1	-1	-0.3	-4	-6	17
COCC(C)NS(=O)(=O)c1ccc(C(=O)NCCCn2ccc3ccccc32)cc1 (stereo unspecified)	1	6	3	2	0.2	16	-8	0
Cc1cc(Cl)ccc1NC(=S)NCC(O)c1ccccc1 (stereo unspecified)	-1	19	1	4	x	5	-5	-5
CCCCN(CC)CCCNC(=O)C1c2ccccc2C(=O)N(C)C1c1cn(C)c2ccccc12 (stereo unspecified)	x	6	x	4	x	-1	x	9
CC(C)NC(=O)Nc1ccc2c(c1)CC(=O)N([C@H](C)CO)C[C@@H](C)[C@@H](CN(C)Cc1ccccc1)O2	-1	-2	1	-1	0.0	1	-3	1
CSCC[C@H](NC(=O)OC(C)(C)C)c1nnc(SCc2ccc(F)cc2)o1	x	-5	x	4	x	-9	x	4
Cc1cc(C)c(S(=O)(=O)Nc2ncn[nH]2)c(C)c1	3	x	-1	4	-1.5	2	-17	0
CN(C)c1ccnc(C(=O)O)c1	3	17	-1	x	x	x	-7	-8
COC(=O)c1cc(C(=O)N2CCN(c3ncccn3)CC2)cc([N+](=O)[O-])c1	2	11	-2	4	-0.1	2	-11	-7
CCOc1ccccc1NC(=O)N1CCC(NC(=O)c2ccccc2C)CC1	x	-2	x	-1	x	-3	x	-6
O=C(Nc1ccccc1)c1nsnc1C(=O)Nc1ccccc1	1	x	1	x	-0.7	x	-18	x
Continued:
SMILES	ERp5 inh	ARNT-TACC3 inh	CASP6 VEID inh	PglD inh	E-sel inducer	RAD54 inh	RAD52 inh	esBAF inh
C[C@H](CO)N1C[C@H](C)[C@H](CN(C)CC2CC2)Oc2cc(-c3ccccc3F)ccc2S1(=O)=O	-1	-5	7	8	0.6	-3	21	-11
O=C(COC(=O)CNC(=O)c1ccccc1)Nc1ccc(S(=O)(=O)N2CCOCC2)cc1	-9	20	x	x	0.3	x	0	x
CC(/C=C/c1ccccc1)=N\NC(=O)Cn1cncn1	-1	-2	-2	1	x	0	13	x
O=C(Nc1ccc2c(c1)N(S(=O)(=O)c1cccs1)CCC2)c1c(F)cccc1F	2	2	-1	0	-0.1	8	-25	-2
O=C(NCCN1CCCCC1)Nc1cccc(F)c1	1	-8	-3	7	0.0	4	-19	-5
NCC12CC3CC(C1)CC(CN)(C3)C2	x	8	x	1	x	-7	x	4
Cc1cc(C)cc(NC(=O)/C=C/c2ccc([N+](=O)[O-])s2)c1	-5	-6	-2	x	-3.3	x	-11	x
CC(=O)c1ccc(S(=O)(=O)Nc2ccc(C(=O)NCC(c3cccs3)N3CCOCC3)cc2)cc1 (stereo unspecified)	-1	x	-4	4	-1.7	-17	-2	-10
CNC[C@H]1Oc2cc(C#CCC(C)C)ccc2S(=O)(=O)N([C@H](C)CO)C[C@@H]1C	-6	-5	-6	2	0.5	-4	-43	-4
OCCC1CN(CCCn2cccn2)CCN1Cc1ccccc1 (stereo unspecified)	2	-3	-5	4	x	2	-5	1

Entries of single compounds as entered above. Values in the order: ERp5 inh	ARNT-TACC3 inh	CASP6 VEID inh	PglD inh	E-sel inducer	RAD54 inh	RAD52 inh	esBAF inh
Profile of CC(/C=C/c1ccccc1)=N\NC(=O)Cn1cncn1 : -1	-2	-2	1	x	0	13	x
Profile of O=C(Nc1ccc2c(c1)N(S(=O)(=O)c1cccs1)CCC2)c1c(F)cccc1F : 2	2	-1	0	-0.1	8	-25	-2

Source: PubChem BioAssay
